High-throughput results deposited in PubChem by several laboratories.
NR2E3 ag-1: agonists of human NR2E3 nuclear receptor | inhibition of corepressor binding, % at 3.98 µM | AID 602229 | CHO-S Gal4-NCOR/VP16-NR2E3 two-hybrid, luciferase | hit rate 0.35% among 360,000;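 active means inhibition above the mean of all tested compounds plus 3 SD, cut at about 70% in these data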;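 further: 0% = DMSO with NR2E3 transfected cells and 100% = cells lacking NR2E3 construct; higher means lower luciferase signal from less NR2E3 corepressor binding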
Target sequence (Q9Y5X4 whole entry, looked up, the tested form may be a part): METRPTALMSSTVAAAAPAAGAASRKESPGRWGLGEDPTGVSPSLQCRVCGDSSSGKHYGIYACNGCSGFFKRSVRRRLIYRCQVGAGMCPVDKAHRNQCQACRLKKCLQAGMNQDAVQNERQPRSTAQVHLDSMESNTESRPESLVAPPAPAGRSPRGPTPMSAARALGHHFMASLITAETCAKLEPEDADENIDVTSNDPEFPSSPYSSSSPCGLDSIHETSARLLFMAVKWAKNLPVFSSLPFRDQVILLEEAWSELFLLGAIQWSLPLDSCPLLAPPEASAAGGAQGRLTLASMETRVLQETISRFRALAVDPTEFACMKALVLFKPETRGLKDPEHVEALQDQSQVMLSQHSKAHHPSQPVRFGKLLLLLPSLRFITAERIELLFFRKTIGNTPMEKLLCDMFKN
CF NFkB block: blocks PAF-induced NF-kB reporter in cystic fibrosis cells; KKLEB NF-kB-GFP reporter, GFP fluorescence overnight; inhibition, % at 5 µM; hit rate 0.86% among 360,000;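 active means at least 50% inhibition at 5 µM, scaled per plate between neutral and stimulator controls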;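 further: PAF is a Pseudomonas aeruginosa culture filtrate used as stimulus; plate controls were PAF-stimulated DMSO wells for no effect and unstimulated DMSO wells for full effect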
MITF TRPM1 inh: inhibitors of MITF-driven TRPM1 promoter in melanoma cells. hit rate 0.83% among 330,000. SK-MEL-5 TRPM1 promoter luciferase, 24 h. inhibition, % at 12.5 µM;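 active means mean inhibition across replicates of 60% or more, whatever share of single replicates reaches that level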; further: values of inactives mirror those of a sister screen read the other way
Peg3 prom inh: inhibitors of Peg3 promoter | hit rate 1.7% among 360,000 | HeLa PEG-Prom luciferase reporter, luminescence, overnight | inhibition, % at 20 µM;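 active means inhibition of at least 50% at 20 µM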
aDG glyco act: increases alpha dystroglycan glycosylation; Pro5-aDG cells, alpha-DG glycosylation AlphaScreen (IIH6); 0% Pro5, 100% B10-LARGE cell signal; AID 624168; hit rate 0.22% among 360,000; activation, % at 10 µM;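 active means activation of at least 8% versus controls, or a plate z-score of at least 8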;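 further: Pro5 are CHO cells carrying HIG-tagged alpha-DG that lacks glycosylation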
hiPSC survival: increases survival of single human iPS cells; hiPSC single-cell survival, ATPlite luminescence; 100% = ROCK inhibitor wells, 0% = DMSO; hit rate 0.044% among 360,000; survival enhancement, % at 20 µM; in the data active means survival enhancement above about 18%;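 further: cells exposed to compounds for 16 hours before the ATP read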
KKLEB tox: reduces viability of KKLEB cystic fibrosis airway cells; hit rate 0.36% among 360,000; AID 602141; KKLEB CF airway cells viability, ATPlite luminescence, overnight; active compounds read low; cells stimulated with P. aeruginosa culture filtrate; activity change (cytotoxicity), % at 5 µM;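 active means corrected activity change at or below -50% at 5 µM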
TWEAK-Fn14 inh: inhibitors of TWEAK-Fn14 interaction signaling; TWEAK-stimulated Fn14 reporter cells, luciferase luminescence, 8 h; inhibition, % at 10 µM; hit rate 2% among 360,000; AID 1159606; in the data active means inhibition above about 50%
Shn3 3UTR inh: Schnurri-3 reporter inhibition in Clone20 osteoblasts; AID 588674; hit rate 0.52% among 360,000; Clone20 osteoblast Shn3 3'UTR firefly luciferase, 24 h; inhibition, % at 12.5 µM;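 active means mean inhibition of at least 75% with every replicate also reaching 75%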;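 further: 0% = median of neutral control wells and 100% = pilot-screen positive control compound; some compounds past the cut are filed as inactive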
NR2E3 ag-2: NR2E3 (human) agonism | hit rate 0.12% among 320,000 | GST-NR2E3/biotin-RetCOR TR-FRET, 1536-well | AID 2300 | Q9Y5X4 | inhibition of corepressor binding, % at 4.78 µM;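 active means percent inhibition above the cutoff of mean plus 3 SD of all tested compounds, set per screening campaign, cut at about 20% in these data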;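 further: 0% = DMSO wells and 100% = biotin wells as full block of FRET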
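Format: 1536-well format; test system: GST-NR2E3 and biotin-RetCOR proteins; read-out basis: percent inhibition of TR-FRET ratio; timing: 5 h incubation at 4 °C; detection: time-resolved FRET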
HIF-2a block: inhibitors of HIF-2a. 786-0 RCC cells HIF-2a reporter, luciferase luminescence, overnight. inhibition, % at 18.8 µM. hit rate 0.72% among 360,000. AID 624352;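 active means inhibition of the luminescence signal of 40% or more relative to plate controls, in a single-dose primary screen at 18.75 µM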
An asterisk follows results filed as active; . = not tested or not shown.

SMILES | NR2E3 ag-1 | CF NFkB block | MITF TRPM1 inh | Peg3 prom inh | aDG glyco act | hiPSC survival | KKLEB tox | TWEAK-Fn14 inh | Shn3 3UTR inh | NR2E3 ag-2 | HIF-2a block
O=C1C=C(c2cccc(O)c2)CCC1 | -17 | -9 | -12 | -28 | -0.1 | 1.3 | -12 | -10 | 7 | -1 | 2
COc1ccc(CC(NC(C)=O)C(=O)NC2CCN(c3nc(C)cc(C)c3C#N)CC2)cc1OC (stereo not drawn) | -5 | 15 | 13 | -1 | 0.0 | 1.7 | -5 | -9 | 7 | 4 | 10
Cc1nc(-c2cccc3ccccc23)ccc1C(=O)O | 0 | 13 | -4 | 18 | -0.3 | -2.4 | 2 | 15 | -6 | 0 | 9
C[C@@H]1CN([C@H](C)CO)C(=O)CCCn2cc(nn2)CO[C@H]1CN(C)S(=O)(=O)c1cccs1 | 0 | -27 | . | -1 | -0.1 | 1.5 | 10 | 6 | 8 | . | 1
Nc1nonc1-n1nnc(C(=O)N/N=C/c2ccccc2F)c1CN1CCc2ccccc21 | -13 | 9 | 4 | 25 | 0.0 | 0.2 | -4 | 12 | 12 | -1 | 0
Cc1ccc(S(=O)(=O)N2CCOCC2)cc1C(=O)Nc1cccc(S(=O)(=O)N2CCCC2)c1 | 7 | 2 | 3 | 9 | 1.3 | 0.3 | -1 | 5 | 16 | 0 | 7
CCN(CC)S(=O)(=O)c1ccc(N2CCCCC2)c(NC(=O)/C=C/c2cc(OC)c(OC)c(OC)c2)c1 | -17 | -36 | 16 | 10 | -0.1 | -2.2 | 9 | -14 | 0 | 3 | -3
COc1ccc2nc(NC(=O)c3sc4nc(C)cc(C)c4c3N)sc2c1 | -65 | 5 | -36 | -121 | -0.1 | -0.4 | -24 | -12 | -50 | 2 | -284
COc1ccc(/C=C/C(=O)Nc2cc(F)ccc2C)cc1S(=O)(=O)N1CCOCC1 | -13 | 19 | 4 | 1 | 0.3 | 0.4 | 6 | 4 | -16 | 2 | -15
O=C(c1ccc2c(c1)N(Cc1ccccc1)C(=O)c1ccccc1S2)N1CCCC1 | 31 | 14 | 39 | 28 | 0.4 | 2.1 | -3 | 29 | 3 | 2 | 8
O=C1CC(N2CCN(c3nc4ccccc4s3)CC2)C(=O)N1Cc1cccs1 (stereo not drawn) | 4 | -7 | 1 | -12 | -0.2 | -0.5 | 11 | 12 | 3 | 1 | -50
CCc1ccc2c(c1)C1(NN=C(c3ccc(C)cc3)S1)C(=O)N2 (stereo not drawn) | -99 | 2 | -1 | 48 | 0.0 | -3.5 | -12 | -28 | -5 | -1 | 89*

Among those listed so far, 2 have a halogen:
SMILES | NR2E3 ag-1 | CF NFkB block | MITF TRPM1 inh | Peg3 prom inh | aDG glyco act | hiPSC survival | KKLEB tox | TWEAK-Fn14 inh | Shn3 3UTR inh | NR2E3 ag-2 | HIF-2a block
Nc1nonc1-n1nnc(C(=O)N/N=C/c2ccccc2F)c1CN1CCc2ccccc21 | -13 | 9 | 4 | 25 | 0.0 | 0.2 | -4 | 12 | 12 | -1 | 0
COc1ccc(/C=C/C(=O)Nc2cc(F)ccc2C)cc1S(=O)(=O)N1CCOCC1 | -13 | 19 | 4 | 1 | 0.3 | 0.4 | 6 | 4 | -16 | 2 | -15

The main list resumes; the five compounds before the break are reprinted first.
SMILES | NR2E3 ag-1 | CF NFkB block | MITF TRPM1 inh | Peg3 prom inh | aDG glyco act | hiPSC survival | KKLEB tox | TWEAK-Fn14 inh | Shn3 3UTR inh | NR2E3 ag-2 | HIF-2a block
COc1ccc2nc(NC(=O)c3sc4nc(C)cc(C)c4c3N)sc2c1 | -65 | 5 | -36 | -121 | -0.1 | -0.4 | -24 | -12 | -50 | 2 | -284
COc1ccc(/C=C/C(=O)Nc2cc(F)ccc2C)cc1S(=O)(=O)N1CCOCC1 | -13 | 19 | 4 | 1 | 0.3 | 0.4 | 6 | 4 | -16 | 2 | -15
O=C(c1ccc2c(c1)N(Cc1ccccc1)C(=O)c1ccccc1S2)N1CCCC1 | 31 | 14 | 39 | 28 | 0.4 | 2.1 | -3 | 29 | 3 | 2 | 8
O=C1CC(N2CCN(c3nc4ccccc4s3)CC2)C(=O)N1Cc1cccs1 (stereo not drawn) | 4 | -7 | 1 | -12 | -0.2 | -0.5 | 11 | 12 | 3 | 1 | -50
CCc1ccc2c(c1)C1(NN=C(c3ccc(C)cc3)S1)C(=O)N2 (stereo not drawn) | -99 | 2 | -1 | 48 | 0.0 | -3.5 | -12 | -28 | -5 | -1 | 89*
CCOC(=O)Cn1c(=N)n(Cc2ccccc2F)c2ccccc21 | 1 | -5 | 7 | 14 | 0.1 | -1.5 | 1 | -16 | -1 | 3 | 9
Cc1cccc(-n2c(O)c(C=NC3CCS(=O)(=O)C3)c3ccccc3c2=O)c1C (stereo not drawn) | 3 | 1 | -13 | 21 | 0.0 | 0.3 | -2 | 10 | 8 | -1 | 19
CC1=CC(C)(C)Nc2ccc(OC(=O)c3cccnc3)cc21 | 21 | 38 | -2 | 57* | 0.4 | -4.9 | -9 | 29 | 49 | 3 | 75*
CC(=NNC(=S)Nc1ccc(C)cc1)c1ccccn1 | 71* | -18 | 7 | 74* | 2.4 | -0.8 | 14 | -43 | 72 | . | 61*
O=C(O)c1ccc(Cn2nnc3sc4c(c3c2=O)CCCC4)cc1 | -29 | 4 | -31 | -126 | -0.1 | 1.1 | -5 | -36 | -18 | -3 | -107
O=C(Cn1cnc2ccccc21)N/N=C/C(Br)=C/c1ccccc1 | -4 | -4 | 4 | 4 | 0.5 | -1.8 | 10 | 23 | 18 | -3 | -12
COc1ccc(NC2CCCN(C(=O)c3csc(C)n3)C2)cc1 (stereo not drawn) | 4 | -11 | -2 | 10 | -0.2 | -0.1 | 6 | 2 | 5 | 5 | 8
C=CCNC(=O)COC(=O)c1ccccc1C(=O)N(C)C1CCCCC1 | -3 | 1 | 6 | 0 | -0.2 | 0.2 | 4 | 6 | 17 | 2 | 21
CSc1ncccc1C(=O)NCC(=O)Nc1ccc(F)c(F)c1 | -5 | -15 | 10 | 4 | -0.2 | -0.2 | 12 | 23 | 4 | 3 | 7
O=C(Nc1ccccc1Br)C1CCC(=O)N1Cc1ccccc1Cl (stereo not drawn) | 6 | 19 | 4 | 31 | 0.5 | 0.4 | 2 | 16 | -1 | 2 | 7
COc1ccc(NC(C)=O)cc1C#N | -3 | -10 | 2 | 12 | 0.0 | 0.1 | 8 | 14 | 3 | 0 | 12
NC(=NCCc1ccccc1)NS(=O)(=O)c1ccc(F)cc1 | -21 | 14 | 15 | 2 | -0.1 | -1.0 | -8 | 8 | 11 | 0 | 15
CCOC(=O)c1ccccc1NC(=O)c1cccc2c1C(=O)N(C1CCN(C(=O)OCC)CC1)C2 | -30 | -1 | . | 17 | 0.4 | -0.7 | -4 | 6 | 17 | 2 | 18
CCC1CCCCN1CCCNC(=O)CCC(=O)N1CC(C)Oc2ccccc21 (stereo not drawn) | 8 | 7 | . | 14 | 0.0 | 0.5 | -19 | -5 | -59 | 0 | 3
CC(=O)NCCC(=O)Nc1nc(-c2ccccc2Cl)cs1 | -11 | 1 | -15 | -23 | -0.2 | 1.6 | 3 | 8 | -47 | 0 | -79
C[C@H]1CN([C@@H](C)CO)C(=O)c2cccc(NC(=O)c3ccc(-c4nccs4)cc3)c2O[C@@H]1CN(C)C(=O)NC1CCCCC1 | -10 | -9 | -11 | -6 | 0.0 | 0.9 | 0 | -20 | 7 | . | 9
Cc1noc(C)c1COc1ccc(C(=O)NCC(c2c(F)cccc2Cl)N(C)C)cc1 (stereo not drawn) | -1 | 17 | 2 | -10 | -0.3 | -0.1 | -12 | -7 | 23 | . | -1
O=C(CSc1nnc(CNC(=O)c2ccccc2)o1)Nc1nccs1 | 16 | -17 | 3 | 1 | -0.3 | -0.4 | 12 | -4 | 2 | -3 | 16
O=S(=O)(Nn1cnnc1)c1ccc(F)cc1 | 12 | -1 | -1 | -9 | 0.7 | -0.3 | 2 | 15 | -5 | -6 | 8
O=C1/C(=C/c2ccncc2)Oc2cc(OS(=O)(=O)c3ccccc3)ccc21 | -21 | 7 | 12 | 23 | -0.2 | 0.0 | -21 | -17 | 4 | 0 | 21
CN(C)C1(CNC(=O)C2CCN(S(=O)(=O)c3c(Cl)cccc3Cl)CC2)CCCCC1 | -7 | -22 | 1 | -9 | 0.0 | -0.2 | 12 | -3 | -3 | 1 | 2
O=C(NNc1ccc(-c2csnn2)cc1)c1cc(Cl)cc(Cl)c1 | -52 | -4 | . | 14 | 0.0 | -0.8 | 11 | -2 | 17 | -4 | 18
Clc1ccc(N2CCN(Cc3ccc(Br)o3)CC2)cc1 | 12 | 10 | 3 | -7 | 0.1 | -0.1 | -15 | 9 | 9 | -2 | -4
NC(=O)C1CCN(C(=O)CCNS(=O)(=O)c2cc(Br)cnc2N)CC1 | -2 | -15 | -8 | 9 | -0.2 | -0.1 | -5 | 9 | 0 | -4 | 7
Cc1cc(C)n(CCC(=O)N=Nc2c(O)[nH]c3ccccc23)n1 | -9 | -4 | -5 | -11 | 0.2 | 1.0 | 0 | -13 | 15 | 1 | -3
CC(=O)c1cccc(NC(=O)c2oc(C)nc2C)c1 | -12 | -8 | -9 | 11 | -0.1 | 9.2 | 3 | -4 | -10 | 3 | -2
Cc1nn(-c2ccccc2)nc1C(=O)Nc1nnc(C(F)(F)F)s1 | 0 | 11 | 5 | 9 | 0.0 | -0.2 | 7 | 11 | 20 | 4 | -15
Cc1cc(N2CCOCC2)nc(SCC(=O)c2ccc(Cl)cc2)n1 | -6 | 17 | 6 | 12 | 0.2 | 4.0 | -9 | 16 | 1 | 3 | 29
CN(NS(=O)(=O)c1ccccc1)c1nc2ccccc2nc1C(F)(F)F | 7 | -10 | -2 | 24 | -0.4 | 2.7 | 5 | -4 | -3 | 2 | 14
CN(C)CCCNC(=O)OC1CC2CC1[C@H]1CCCCN1C2=O (stereo partly drawn) | -15 | . | . | . | 0.1 | 1.8 | . | 3 | . | . | 12
O=C1c2ccccc2C(=Nc2ccccc2)C1c1cccc(Br)c1 (stereo not drawn) | 13 | 30 | 3 | 14 | -0.2 | 12 | -20 | 2 | 23 | 1 | 14
Cc1ccc(S(=O)(=O)N2CCOCC2)cc1C(=O)NC1CCCCCC1 | -2 | 2 | -1 | 13 | 0.2 | -0.1 | -6 | -5 | 8 | 1 | 14
CC(=O)N1c2ccccc2NC2=C(C(=O)CC(C)(C)C2)C1c1cccn1C (stereo not drawn) | 6 | -23 | 10 | -3 | 0.0 | -0.3 | 2 | -9 | -11 | -2 | 18
CN(C)CCCNC(=O)c1cc(Br)ccc1Cl | 7 | -8 | 2 | 9 | -0.2 | -1.3 | 7 | 0 | -9 | -2 | 10
